MBNL1 CUG block: inhibitors of human MBNL1 binding to CUG repeat RNA; TR-FRET MBNL1-His/biotin-(CUG)12 binding, 665/545 ratio; Potency, µM (doses to about 57.5 µM), for the others: top-dose activity change, negative = inhibition, actives largely listed as inhibitors; Q9NR56; hit rate 0.036% among 280,000; active = well fitted inhibition curve with a large enough effect in the signal ratio, with a control signal flat, not every such curve was filed as active; inconclusive = small, poorly fitted or top-dose-only effect, or effect the other way, or a change in a side signal; inactive = no such curve, though single readings can be large or run the other way; the % refers to the signal ratio; also: potency is read from the fitted curve at half-maximal effect; % is scaled to controls: 0 for no effect and ±100 for the full control effect
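Ratiometric TR-FRET (665 over 545 nm, excitation 340 nm) tracks disruption of MBNL1-His/biotin-(CUG)12 complex after 60 min at room temperature, with compounds at 92 nM to 58 uM final.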
PKM2 act: increases activity of human pyruvate kinase M2 | purified PKM2, Kinase-Glo ATP luminescence, activation; response scale: 0% is enzyme alone, no compound | AID 1631 | Potency, µM (highest dose often 57.5 µM), inactives show at the highest dose activation, most hits filed as activators | P14618 | hit rate 0.34% among 260,000; also: potency is read from the fitted curve at half-maximal effect; % is scaled to controls: 0 for no effect and ±100 for the full control effect; nearly all actives have a fitted effect of over 55% in size
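Kinase-Glo luminescence reports ATP generated from ADP (0.1 mM) and PEP (0.5 mM) by purified hPK-M2 after 1 h at room temperature, pH 7.2 imidazole buffer; intermediate enzyme activity allows detecting inhibitors and activators.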
KCNH2 3.1 inh: blocks the human KCNH2 3.1 channel isoform; U2OS KCNH2 3.1, thallium flux FluxOr; active compounds read low; activity change, % (tested at about 1.8 µM); hit rate 0.95% among 340,000; AID 720553;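 active = maximum activity change below -70%; inconclusive = maximum activity change from -70% to -50%; inactive = maximum activity change above -50%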;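 also: thallium influx rate constant from kinetic fluorescence after stimulation buffer; % is scaled to controls: 0 for no effect and ±100 for the full control effect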
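Steps: virus added to U2OS suspension (4 h, RT, dark); medium with 10% FBS added, cells plated, 37 C overnight; FluxOr/Red40 loading buffer 45 min RT; stimulation buffer, 2 min kinetic read; rate constant normalized.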
FLuc counter: inhibits or activates purified firefly luciferase, miR-21 counter-screen; hit rate 6.9% among 360,000; P08659; purified FLuc, Km substrates, luminescence inhibition; Potency, µM (titrated, usually from 57.5 µM), for inactives: top-dose activity change, negative = inhibition, most hits filed as inhibitors;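 also: potency is read from the fitted curve at half-maximal effect; plate controls were vehicle for no effect and reference inhibitor for full effect; nearly all actives have a fitted effect of over 55% in size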
Target sequence (P08659 whole entry, looked up): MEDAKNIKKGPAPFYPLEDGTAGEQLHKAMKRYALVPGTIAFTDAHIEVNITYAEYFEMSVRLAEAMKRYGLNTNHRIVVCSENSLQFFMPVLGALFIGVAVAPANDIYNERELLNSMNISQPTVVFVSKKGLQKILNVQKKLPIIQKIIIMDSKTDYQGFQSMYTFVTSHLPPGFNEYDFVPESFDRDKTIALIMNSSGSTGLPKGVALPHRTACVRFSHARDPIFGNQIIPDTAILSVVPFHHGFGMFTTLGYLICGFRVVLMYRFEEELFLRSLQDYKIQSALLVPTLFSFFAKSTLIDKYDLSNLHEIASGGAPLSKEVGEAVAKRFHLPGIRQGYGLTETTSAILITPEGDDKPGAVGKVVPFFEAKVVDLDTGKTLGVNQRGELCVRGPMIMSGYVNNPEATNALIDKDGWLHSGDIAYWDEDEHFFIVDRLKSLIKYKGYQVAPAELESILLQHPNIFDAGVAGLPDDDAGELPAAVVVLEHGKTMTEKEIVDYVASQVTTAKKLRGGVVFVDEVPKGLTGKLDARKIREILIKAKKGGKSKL
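Purified P. pyralis luciferase (10nM final) with 10uM D-luciferin and 10uM ATP (Km levels) in 50mM Tris acetate pH 7.5, 10mM Mg acetate, 0.01% Tween-20, 0.05% BSA; qHTS 6-point titration, ~60 µM downward; luminescence read.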
RORg inh: inhibitors of mouse ROR gamma transcriptional activity | P51450 | Drosophila S2 Gal4-RORgamma UAS-luciferase reporter, 20 h | Potency, µM (titrated, usually from 53.6 µM), for the others: at the highest dose activity change, negative = inhibition, usual class: inhibitors | hit rate 5.4% among 310,000; also: potency is read from the fitted curve at half-maximal effect; % is scaled to controls: 0 for no effect and ±100 for the full control effect; nearly all actives have a fitted effect of over 60% in size
Target sequence (P51450 whole entry, looked up, the tested form may be a part): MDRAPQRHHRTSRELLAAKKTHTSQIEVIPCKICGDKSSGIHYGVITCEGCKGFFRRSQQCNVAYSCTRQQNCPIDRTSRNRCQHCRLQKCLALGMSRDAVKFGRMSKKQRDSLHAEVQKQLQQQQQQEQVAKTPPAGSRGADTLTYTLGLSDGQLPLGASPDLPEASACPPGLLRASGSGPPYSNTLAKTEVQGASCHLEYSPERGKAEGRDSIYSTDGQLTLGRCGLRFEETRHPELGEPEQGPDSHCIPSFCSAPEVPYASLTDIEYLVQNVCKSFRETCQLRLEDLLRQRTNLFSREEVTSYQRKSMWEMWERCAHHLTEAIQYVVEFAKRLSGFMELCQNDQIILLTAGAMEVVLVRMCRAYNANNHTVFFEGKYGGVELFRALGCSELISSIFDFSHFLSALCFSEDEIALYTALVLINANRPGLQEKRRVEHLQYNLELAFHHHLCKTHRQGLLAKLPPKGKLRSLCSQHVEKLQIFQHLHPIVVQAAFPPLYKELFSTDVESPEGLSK
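Read-out: Photinus luciferase luminescence; inhibitors lower reporter signal. Insect Schneider cells with Gal4-ROR gamma fusion under metallothionein promoter, UAS reporter; 700 uM final copper sulfate induction, 20 hr, ambient temperature.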
VP16 counter: inhibits Gal4-VP16 luciferase reporter, ROR gamma counter-screen; Drosophila S2 Gal4-VP16 UAS-luciferase, luminescence, 20 h; Potency, µM (series often up to 53.6 µM), inactives show at the top dose activity, negative = inhibition, most hits filed as inhibitors; hit rate 3.5% among 310,000;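 also: Gal4-VP16 expression switched on by copper sulfate through the metallothionein promoter; potency is read from the fitted curve at half-maximal effect; % is scaled to controls: 0 for no effect and ±100 for the full control effect; nearly all actives have a fitted effect of over 50% in size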
Menin-MLL TR inh: displaces Texas Red mutant MLL peptide from human menin | Menin + Texas Red MLL mutant peptide, fluorescence polarization | AID 1768 | Potency, µM (titrated, usually from 61.6 µM), without a hit: top-dose FP activity change, negative = inhibition, hits mostly inhibitors | hit rate 0.23% among 270,000 | O00255; active = well fitted inhibition curve with a large enough effect in the polarisation, with a control signal flat, not every such curve was filed as active; inconclusive = small, poorly fitted or top-dose-only effect, or effect the other way, or a change in a side signal; inactive = no such curve, though single readings can be large or run the other way; the % refers to the polarisation; also: potency is read from the fitted curve at half-maximal effect; % of control where 0% means no effect; many of its hits are not listed in these tables
Rab9 promoter act: Rab9 promoter activation. Huh7 Rab9 promoter-luciferase reporter, luminescence, 24 h. hit rate 2.8% among 320,000. Potency, µM (highest dose often 9.22 µM), for inactives: at the highest dose activation, negative = inhibition, hits mostly activators. AID 485297; also: potency is read from the fitted curve at half-maximal effect; % of control where 0% means no effect; nearly all actives have a fitted effect of over 60% in size
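Measured in stably transfected Huh7 cells bearing a Rab9 promoter–luciferase construct: 24 h compound treatment at 37 °C, followed by luminescence detection.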
Mito fusion act: inhibitors of mitochondrial division or activators of mitochondrial fusion; S. cerevisiae fusion-defective mutant growth rescue, CellTiterGlo 48 h; Potency, µM (titrated, usually from 46.1 µM), inactives show top-dose growth rescue (activation), most hits filed as activators; hit rate 0.23% among 320,000;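 also: potency is read from the fitted curve at half-maximal effect; % of control where 0% means no effect; nearly all actives have a fitted effect of over 45% in size; temperature-sensitive fusion mutants such as fzo1-1 at 37 °C on non-fermentable ethanol glycerol medium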
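Read-out: ATP-based luminescence (CellTiterGlo, 10 min ambient) reporting growth of fusion-defective ts yeast after 48 hours at 37C on glycerol/ethanol YPEG medium in the presence of compound.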
ELG1 repair inh: ELG1-dependent DNA repair inhibition; HEK293T ELG1-luciferase reporter, luminescence, 16 h; DNA damage induced by 5-fluorouridine; Potency, µM (titrated, usually from 46.1 µM), inactives show top-dose activity change, negative = inhibition, most hits filed as inhibitors; hit rate 2.3% among 330,000; AID 504467; also: potency is read from the fitted curve at half-maximal effect; % is scaled to controls: 0 for no effect and ±100 for the full control effect; nearly all actives have a fitted effect of over 55% in size
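Overnight (16 hr) co-exposure of 2,000 cells/well to 5-fluorouridine and compound at 37 °C preceded detection. Luciferase was quantified via ONE-Glo luminescence; loss of signal denotes inhibition.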
NPC1 prom act: NPC1 promoter activation; Huh7 NPC1 promoter luciferase reporter, 24 h; Potency, µM (highest dose often 9.22 µM), for the others: at the top dose activation, hits mostly activators; hit rate 2.4% among 320,000;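 also: potency is read from the fitted curve at half-maximal effect; % of control where 0% means no effect; nearly all actives have a fitted effect of over 60% in size; reporter is driven by a mutant NPC1 promoter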
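Stably transfected Huh7 (NPC1 promoter→luciferase), 1500 cells/well in Opti-MEM + 10% FBS, 2 h settle, then compound 24 h at 37 °C. Luminescence after 10 min with Amplite reagent.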
The depositor's hits bear a star; ? = inconclusive; / = no result given; & = joins results of further samples; [ ] = remark or other dose. Unless noted, calls follow the shape of the dose curve; as a rule, active = well fitted curve in the direction sought with a large enough effect; inconclusive = small, poorly fitted or top-dose-only effect, or another doubt; inactive = no such curve, though single readings can be large; an effect the other way counts as inactive or inconclusive.

SMILES	MBNL1 CUG block	PKM2 act	KCNH2 3.1 inh	FLuc counter	RORg inh	VP16 counter	Menin-MLL TR inh	Rab9 promoter act	Mito fusion act	ELG1 repair inh	NPC1 prom act
CCOc1cc(-c2noc(CCC(=O)NCC3CCCO3)n2)ccc1OC (stereo not given)	-4%	-19%	12	-1%	-1%	5%	-5%	6%	1%	8%	-2%
COc1ccc(/C=C/C(=O)NCCc2nc3ccccc3[nH]2)cc1	?	5%	-13	?	?	-6%	/	10%	3%	?	1%
CCOc1ccc(CN(C)C(=O)CNC(=O)c2sc3ccccc3c2Cl)cc1	/	/	0	?	/	/	/	-3%	0%	-7%	0%
COC(=O)c1cc(NC(=O)Cc2ccc(OC)cc2)cc(C(=O)OC)c1	2%	3%	1	?	14%	1%	/	2%	-1%	?	-2%
Cc1ccc2[nH]c(=O)c(Cc3ccccc3)c(O)c2c1	-25%	-9%	0	?	32%	-1%	5%	-2%	-13%	-19%	-4%
O=S(=O)(NC1CCC(NS(=O)(=O)c2c(F)cccc2F)CC1)c1ccc2c(c1)OCCO2 (stereo not given)	/	/	/	2%	/	/	/	-6%	0%	?	-2%
Cc1ccc(Nc2nc(NCCCN3CCOCC3)nc(N)c2[N+](=O)[O-])cc1	/	4%	6	1%	-11%	-1%	2%	2%	-1%	1%	-9%
O=C(CSc1nnc(NC(=O)c2c(F)cccc2F)s1)NCC1CCCO1 (stereo not given)	/	/	15	-3%	/	/	/	1%	3%	0%	2%
O=C(CN(Cc1cccs1)C(=O)CNS(=O)(=O)c1ccccc1)NC1CCCC1	9%	-2%	-10	3%	34%	-3%	-8%	0%	2%	2%	-1%
CC[n+]1ccc(C)c2cc(S(=O)C(F)(F)F)ccc21 (stereo not given)	?	-5%	11	-2%	-11%	-5%	-3%	4%	-1%	?	0%
CCC(C)NC(=O)c1ccc(CS(=O)(=O)Cc2ccc(Cl)cc2)o1 (stereo not given)	-5%	0%	15	1%	14%	-1%	-1%	-4%	0%	-13%	-4%
COc1ccc(S(=O)(=O)Nc2ccc3c(c2)n(C)c(=O)n3C)cc1C	-1%	/	18	3%	?	-7%	2%	1%	-4%	?	0%
CCOc1ccc(CNC(=O)CCCc2cn(C)c3ccccc23)cc1OC	-28%	6%	-5	-8%&-22%	24%	-7%	-14%	-4%	2%	-6%	1%
O=C(CCl)N(C1CCCC1)C1CCS(=O)(=O)C1 (stereo not given)	-5%	1%	0	-1%	?	16µM*	-14%	-7%	-3%	?	-1%
CCOc1ccc(C(=O)COC(=O)Cn2cnc3c2c(=O)n(C)c(=O)n3C)cc1	/	/	-1	?	/	/	/	-3%	-3%	10%	-2%
Nc1nc(N2CCOCC2)nc(N(c2ccccc2)c2ccccc2)n1	-6%	34%	-6	0%	-26%	3%	2%[11.7 µM]	-22%	3%	-18%	-2%
O=C(OCc1ccccc1)N1CCOCCOCCN(C(=O)OCc2ccccc2)CCOCCOCC1	-3%	3%	-1	-3%	41%	1%	?	3%	0%	10µM*	-3%
COc1ccc(/C=C2\N=C(c3ccccc3)NNC2=O)cc1	1%	-4%	-17	0%	-1%	-2%	/	5%	-1%	-1%	-3%
CCN(CC)c1ccc(/C=C2\SC(N)=NC2=O)cc1	31%[activator]	-1%[11.5 µM]	2	?	7%	23%	?	?	1%	?	?
CC1CCN(S(=O)(=O)c2ccc(NC(=O)CNC3CCCCC3)cc2)CC1	-2%	/	-4	2%	22%	-6%	-29%	3%	-13%	-12%	-2%

In another format: entries from further up.
> COc1ccc(/C=C/C(=O)NCCc2nc3ccccc3[nH]2)cc1
  MBNL1 CUG block = ?
  PKM2 act = 5%
  KCNH2 3.1 inh = -13
  FLuc counter = ?
  RORg inh = ?
  VP16 counter = -6%
  Menin-MLL TR inh = /
  Rab9 promoter act = 10%
  Mito fusion act = 3%
  ELG1 repair inh = ?
  NPC1 prom act = 1%
> CCOc1ccc(CN(C)C(=O)CNC(=O)c2sc3ccccc3c2Cl)cc1
  MBNL1 CUG block = /
  PKM2 act = /
  KCNH2 3.1 inh = 0
  FLuc counter = ?
  RORg inh = /
  VP16 counter = /
  Menin-MLL TR inh = /
  Rab9 promoter act = -3%
  Mito fusion act = 0%
  ELG1 repair inh = -7%
  NPC1 prom act = 0%
> COC(=O)c1cc(NC(=O)Cc2ccc(OC)cc2)cc(C(=O)OC)c1
  MBNL1 CUG block = 2%
  PKM2 act = 3%
  KCNH2 3.1 inh = 1
  FLuc counter = ?
  RORg inh = 14%
  VP16 counter = 1%
  Menin-MLL TR inh = /
  Rab9 promoter act = 2%
  Mito fusion act = -1%
  ELG1 repair inh = ?
  NPC1 prom act = -2%

Further records:
SMILES	MBNL1 CUG block	PKM2 act	KCNH2 3.1 inh	FLuc counter	RORg inh	VP16 counter	Menin-MLL TR inh	Rab9 promoter act	Mito fusion act	ELG1 repair inh	NPC1 prom act
CC1(C)CC(=O)C(C(=O)CCCCC(=O)C2C(=O)CC(C)(C)CC2=O)C(=O)C1	2%	1%	18	-8%	29%[0.365 µM]	-4%	-7%	2%	-3%	-1%	-1%
CN=C(Nc1ccc2c(c1)OCO2)SC1CC(=O)N(c2ccccc2)C1=O (stereo not given)	-6%	13%	-4	-4%	21%	-25%	?	0%	7%	-38%	3%
CN(C)CCCN(C(=O)c1sc2ccccc2c1Cl)c1nc2ccc(F)cc2s1	/	0%	5	4.8µM*	0%	-9%	-18%	-4%	-5%	?	-2%
COC(=O)C1=C(C)N(Cc2ccccc2)C(=NCC2CC2)N[C@H]1c1ccccc1	-2%&-4%	-1%&8%	-5	9%&-2%	?	-7%&-4%	4%&-21%	2%&-4%	-2%&0%	2%	3%&7%
CC(=O)NC1(c2ccccc2)CCN(c2cc(C)nc(-c3ccccc3)n2)CC1	-8%	-1%	0	1%	13%	-27%	19%	7%	0%	-7%	-3%
CCNC(=S)NNC(=O)c1csc(CC)c1	-8%	-2%	8	0%	4.5µM*	-23%	5%	28%	-3%	0%	15%
O=C(N/N=C/c1ccc(Br)o1)c1ccc2c(c1)OCCO2	?	-3%	10	6µM*	11µM*	?	-17%	3.2µM*	-4%	?	3.2µM*
S=c1[nH]nc(COc2ccc(Cl)cc2Cl)n1-c1ccccc1	2%	-2%	5	6%	-33%[1.91 µM]	3.5µM*	15%	-1%	2%	-11%	-4%
COc1ccccc1N(CC(=O)NCC(C)C)S(=O)(=O)c1cccs1	-5%	1%	-4	-1%	-2%	4%	-12%	-5%	0%	-8%	-2%
CCOC(=O)C(NCc1ccc(OC)cc1)(NC(C)=O)C(F)(F)F (stereo not given)	6%[11.5 µM]	1%	-14	0%	13%	-10%	4%	1%	6%	5%	-10%
O=C(NCCCN1CCN(Cc2ccccc2)CC1)C1CCN(S(=O)(=O)N2CCC3(CC2)OCCO3)CC1	-9%	2%	3	-2%	18%	-8%	4%	-4%	16%	?	-6%
COc1ccc(S(=O)(=O)N2CCCC(C(=O)Nc3cccnc3)C2)cc1Cl (stereo not given)	3%	-3%	6	-1%	?	?	11%	-16%	-4%	23µM*	-4%
CC1CCCN(C(=O)c2cc(S(=O)(=O)N3CCCCC3)c[nH]2)C1 (stereo not given)	-7%	1%	0	1%	10%	-1%	5%	2%	-1%	5%	-4%
OCC1(Cc2ccc(F)cc2F)CCCN(Cc2ccc(Cl)cc2)C1 (stereo not given)	3%	-1%[11.5 µM]	-40	7%	-3%	-21%	14%	5%	-8%	?	-5%
CCOC(=O)C1=C(C)NC(=O)NC1c1ccc(OC)c(Cl)c1 (stereo not given)	-6%	-3%	26	-1%	-9%	3%	5%	6%	1%	1%	-8%
COc1ccc(C(=O)/C=C/N(C)C)cc1OC	0%	0%	2	5%	12%	1%	-3%	-5%	0%	0%	-1%
CC(C)c1ccc(C2C3CSCC=C3C(C#N)=C(N)C2(C#N)C#N)cc1 (stereo not given)	6%	24%	/	3%	?	-27%	18%	0%	?	?	2%
Cn1c(=O)c2c(nc3n2CCS3)n(C)c1=O	-2%	-1%	-11	3%	18%	0%	-4%	-11%	-4%	4%	-13%

Bioassay records as filed in PubChem BioAssay.

This is a subset, so the mix of outcomes need not match the whole.
